Screening data: PubChem, several laboratories
SUMO HTRF inh – SUMOylation inhibition. 0.36% of 290,000 active. HTRF SUMOylation assay, SAE1/SAE2 + UBC9, in vitro. AID 2006. P63279. inhibition, % at 35 µM; in the data active = inhibition above about 50%, passing the limit was not always enough; also: strong numbers were not always called active
IMP-1 inh – blocks Pseudomonas aeruginosa IMP-1 metallo-beta-lactamase; AID 1556; purified IMP-1, nitrocefin hydrolysis, epi-absorbance fluorescence; inhibition, % at 5.6 µM; 0.45% of 290,000 active;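 active = inhibition above the mean plus 3 SD of all compounds in the same screening run, cut at about 4.5% in these data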;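 also: 0% = IMP-1 with DMSO and 100% = DMSO wells lacking enzyme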
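Test system: recombinant IMP-1 enzyme, purified / Medium: HEPES buffer pH 7.1 with ZnSO4 and Brij 35 / Doses: single dose, 5.6 µM / Times: 25 °C, 15 min preincubation, 25 min reaction / Detection: Epi-absorbance via hydrolysed-nitrocefin quenching of white-plate fluorescence, 480/530 nm, EDTA stop / Evaluation: percent inhibition from optical density relative to buffer-blank wells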
VIM-2 inh – blocks Pseudomonas aeruginosa VIM-2 metallo-beta-lactamase. purified VIM-2, nitrocefin hydrolysis, epi-absorbance fluorescence. AID 1527. inhibition, % at 5.6 µM. 0.89% of 290,000 active;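 active = inhibition above the mean of all tested compounds plus 3 SD, cutoff set per screening run, cut at about 7.5% in these data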;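 also: red hydrolysis product quenches plate fluorescence so inhibitors raise well fluorescence; 0% = enzyme with DMSO and 100% = DMSO without enzyme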
IDE act – boosts human insulin-degrading enzyme activity in HEK cells. FAbeta-B cleavage, fluorescence polarization; 0% vehicle, 100% cell-free pure enzyme wells. P14735. activation, % at 5.96 µM. 0.073% of 340,000 active;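 active = activation above the mean of all tested compounds plus 3 SD, set per screening campaign, cut at about 17% in these data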
Target sequence (P14735 whole entry, looked up): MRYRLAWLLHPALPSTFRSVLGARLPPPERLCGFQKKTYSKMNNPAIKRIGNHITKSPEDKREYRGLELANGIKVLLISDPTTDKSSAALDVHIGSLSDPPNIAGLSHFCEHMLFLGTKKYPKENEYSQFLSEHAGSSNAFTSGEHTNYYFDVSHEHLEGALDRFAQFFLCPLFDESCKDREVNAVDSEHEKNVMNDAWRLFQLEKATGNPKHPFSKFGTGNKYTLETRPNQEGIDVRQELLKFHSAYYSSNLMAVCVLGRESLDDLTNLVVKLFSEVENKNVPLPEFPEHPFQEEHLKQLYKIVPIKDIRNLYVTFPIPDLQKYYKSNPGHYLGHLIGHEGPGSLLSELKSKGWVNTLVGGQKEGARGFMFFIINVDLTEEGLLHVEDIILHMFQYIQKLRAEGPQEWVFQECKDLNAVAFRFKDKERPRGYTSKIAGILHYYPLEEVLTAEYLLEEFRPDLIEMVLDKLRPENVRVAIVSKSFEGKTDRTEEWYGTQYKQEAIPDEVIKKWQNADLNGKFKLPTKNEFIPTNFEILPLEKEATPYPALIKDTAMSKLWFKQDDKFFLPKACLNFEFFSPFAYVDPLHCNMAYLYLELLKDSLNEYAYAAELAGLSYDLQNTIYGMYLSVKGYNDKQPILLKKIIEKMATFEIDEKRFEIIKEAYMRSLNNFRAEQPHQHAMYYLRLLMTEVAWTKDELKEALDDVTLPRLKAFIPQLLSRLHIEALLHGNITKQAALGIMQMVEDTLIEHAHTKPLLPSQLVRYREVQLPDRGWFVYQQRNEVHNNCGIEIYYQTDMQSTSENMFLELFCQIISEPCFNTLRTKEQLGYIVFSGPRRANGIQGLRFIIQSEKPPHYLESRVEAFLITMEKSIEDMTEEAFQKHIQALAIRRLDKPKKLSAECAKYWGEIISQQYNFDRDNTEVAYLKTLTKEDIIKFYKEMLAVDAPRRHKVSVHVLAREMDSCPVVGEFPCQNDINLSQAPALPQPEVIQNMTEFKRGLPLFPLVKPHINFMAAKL
HCV NS3 hel inh – inhibitors of Hepatitis C virus NS3 helicase; NS3 helicase DNA unwinding, Cy5 molecular beacon fluorescence; inhibition, % at 10.9 µM; 0.56% of 290,000 active; AID 1800;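 active = inhibition above the mean of all tested compounds plus 3 SD, set per campaign, cut at about 35% in these data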;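 also: 0% = DMSO wells and 100% = thioflavine S control wells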
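Material: hepatitis C virus NS3 helicase domain fragment enzyme; measured by: Cy5 fluorescence, 0 and 60 min reads; control set: DMSO and thioflavine S; incubation: 60 min unwinding reaction at 25 °C after ATP addition; read-out basis: % inhibition from 60/0 min fluorescence ratio, DMSO 0%, thioflavine S 100%; repeats: singlicate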
FID counter – counter-screen for HCV NS3 helicase inhibitors: DNA intercalator displacement. DNA fluorescent intercalator displacement, fluorescence. inhibition, % at 7.9 µM. 0.17% of 290,000 active. AID 1845; in the data active = inhibition above about 37%;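 also: 0% = vehicle and 100% = reference compound; higher means more ethidium bromide displaced from hairpin DNA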
IDE inh – cellular human IDE inhibition. P14735. HEK cells, FAbetaB cleavage, fluorescence polarization. inhibition, % at 5.59 µM. 0.41% of 320,000 active;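 active = percent inhibition above the average of all tested compounds plus 3 SD, set per screening campaign, cut at about 16% in these data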;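 also: IDE supplied by intact live HEK cells; FP after avidin binding of uncleaved biotin substrate so inhibition keeps polarization high; 0% = DMSO wells and 100% = 60 µM reference IDE inhibitor Ii1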
M18AAP inhibitor – blocks P. falciparum M18 aspartyl aminopeptidase; recombinant PfM18AAP, H-Glu-NHMec fluorogenic cleavage; inhibition, % at 7.35 µM; 1.2% of 290,000 active;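 active = inhibition above the campaign mean inhibition over all tested compounds plus 3 SD, cut at about 28% in these data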;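 also: 0% = plate median of test compound wells and 100% = 2 mM ZnCl2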
p-CIP stab down – compounds decreasing mouse p/CIP protein stability; Q05BA5; F442A p/CIP-EGFP cells, EGFP fluorescence, 16 h; decrease of EGFP signal, % at 10 µM; 0.01% of 290,000 active;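 active = EGFP signal decrease of at least 30% at 10 µM or well 3 SD below plate mean, unless failing retest; inactive = the rest, including hits failing retest or dose response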; also: some compounds called inactive have numbers as strong as hits; many of its hits are not listed in these tables
Starred values were filed as active, the others as inactive; . = no result given. Outcome played no part in choosing rows. Share with any hit: about 3.6%.

SMILES	SUMO HTRF inh	IMP-1 inh	VIM-2 inh	IDE act	HCV NS3 hel inh	FID counter	IDE inh	M18AAP inhibitor	p-CIP stab down
O=C(Cn1cnc(Cl)c1Cl)c1ccc(F)cc1	15	-2.5	-2.0	6	4	-1	5	1	-14
Cc1cc(C)nc(NC2=NCCN2C(=O)NC2CCCCC2)n1	-5	0.3	2.1	-4	2	3	-1	12	-6
CC(NC(=O)CCSCCC(=O)NC(C)c1ccccc1)c1ccccc1 (stereo unspecified)	-1	1.6	-2.6	2	-4	-16	5	-7	4
O=C(Nc1ccccc1F)c1ccc2snnc2c1	3	-2.5	-4.2	3	-8	-3	9	0	2
O=S(=O)(NCC(O)c1ccccc1)c1ccc(-c2ccccn2)s1 (stereo unspecified)	1	0.5	-1.6	3	-9	-13	6	0	-3
CCOC(=O)CNC(=S)N(CCCN1CCCCC1)Cc1cccs1	13	2.0	1.9	4	1	23	5	4	9
CC1(C(=O)O)CCC(C(=O)Nc2cccc(F)c2)C1(C)C (stereo unspecified)	6	-1.3	-1.0	-5	2	-2	5	-4	-4
Cc1ccc(CNC(=O)Cc2ccc(NC3=NC4CS(=O)(=O)CC4S3)cc2)cc1 (stereo unspecified)	14	-2.2	-2.6	-14	-4	-2	13	-3	2
NC(=O)CSc1nnc2ccc(-c3ccc(F)cc3)nn12	37	-3.8	-1.8	2	7	-2	-1	-2	-7
COc1ccc(Nc2ncnc3ccc(Br)cc23)c(OC)c1	-1	-2.3	-1.8	2	-2	-14	3	3	6

As a short view, part of the list above.
SMILES	SUMO HTRF inh	IMP-1 inh	VIM-2 inh	IDE act	HCV NS3 hel inh	FID counter	IDE inh	M18AAP inhibitor	p-CIP stab down
NC(=O)CSc1nnc2ccc(-c3ccc(F)cc3)nn12	37	-3.8	-1.8	2	7	-2	-1	-2	-7
COc1ccc(Nc2ncnc3ccc(Br)cc23)c(OC)c1	-1	-2.3	-1.8	2	-2	-14	3	3	6

Full records, looked up by structure.
Record of `COc1ccc(Nc2ncnc3ccc(Br)cc23)c(OC)c1` : SUMO HTRF inh = -1; IMP-1 inh = -2.3; VIM-2 inh = -1.8; IDE act = 2; HCV NS3 hel inh = -2; FID counter = -14; IDE inh = 3; M18AAP inhibitor = 3; p-CIP stab down = 6
Record of `Cc1cc(C)nc(NC2=NCCN2C(=O)NC2CCCCC2)n1` : SUMO HTRF inh = -5; IMP-1 inh = 0.3; VIM-2 inh = 2.1; IDE act = -4; HCV NS3 hel inh = 2; FID counter = 3; IDE inh = -1; M18AAP inhibitor = 12; p-CIP stab down = -6

Further compounds:
SMILES	SUMO HTRF inh	IMP-1 inh	VIM-2 inh	IDE act	HCV NS3 hel inh	FID counter	IDE inh	M18AAP inhibitor	p-CIP stab down
Cc1nc(CSc2nnc(N)s2)cs1	16	-1.4	-1.7	2	7	-2	-2	-3	-2
COc1ccc(N2CCN(C(=O)c3ccc(N(C)S(=O)(=O)c4ccc(OC)cc4)cc3)CC2)cc1	-11	0.2	1.8	-6	-7	-38	4	-3	1
CCCCNC(=S)NC1CCCC1	1	-2.4	-1.6	2	-1	-3	0	0	-1
COc1ccc(CN=CC2=C(O)CC(C)(C)CC2=O)cc1	17	-1.9	-0.3	2	-4	-5	-4	-3	-6
COc1cc(OC)cc(C(=O)n2cnnc2N)c1	0	-2.0	-5.6	3	0	-1	4	53*	1
Cc1ccc(OC(=O)C23CC4CC(CC(C4)C2)C3)c(C)n1	12	-2.5	-1.0	3	-10	-3	4	1	-5
Cc1nnc2sc(SCc3ccc(Br)cc3)nn2c1=O	19	-2.5	-2.3	-2	8	2	6	0	-10
COc1ccc(C2(C(=O)c3ccccc3)C(=O)c3ccccc3C2=O)cc1	13	-0.7	-1.2	1	-2	0	5	-9	-9
CCOC(=O)N/N=C\c1ccc(-c2cc(Cl)ccc2Cl)o1	12	-1.9	-1.7	0	5	-5	-1	0	-9
O=C(O)c1cccc(-c2ccc(/C=N/n3cnc4sc5c(c4c3=O)CCCC5)o2)c1	21	-0.7	-0.8	.	-2	-5	0	-4	-5
Cc1ccc(NC(=O)CN2C(=O)NC(Cc3ccccc3)C2=O)cc1 (stereo unspecified)	1	1.8	-0.3	1	-1	-2	-2	-1	3
Fc1ccccc1/C=N/Nc1nn[nH]n1	4	-6.4	-0.6	2	7	0	2	8	0
NC(=S)Nc1cc(Cl)cc(Cl)c1	5	2.5	0.6	.	0	1	-1	-1	-17
CC(C)(C)NC(=O)C(c1cccs1)N(CC1CCCO1)C(=O)Cn1nnc(-c2cccs2)n1 (stereo unspecified)	8	-4.4	-4.3	3	-2	-24	-10	-11	-5
O=C(Cn1cnc2ccccc2c1=O)NCCC(=O)N1CCN(c2ccccc2)CC1	10	-3.2	-0.8	5	-4	-20	-1	-6	-6
O=C(CCCc1c[nH]c2ccccc12)NCc1ccccc1F	8	-2.1	-3.4	7	-6	-10	-1	4	-6
COC(=O)c1sccc1NC(=S)N1CCCCC1	20	-1.7	-1.2	0	-2	-1	-1	1	-22
COc1ccc(CNC(=O)C2CCCN(S(=O)(=O)N3CC(C)CC(C)C3)C2)c(OC)c1 (stereo unspecified)	.	0.3	0.1	0	-14	-66	3	-11	-2
CC(C)(C)C(=O)N1CCN(c2nc3ccccc3o2)CC1	7	1.6	3.8	4	-2	-12	1	14	-4
CCCCc1nc2sc3c(=O)n(N)cnc3c2c2c1CCCC2	1	-2.5	-1.7	4	5	-2	-1	1	3
COc1ccc(CCn2c(-c3ccccc3)nc3c(c(=O)c4ccccc4n3C)c2=O)cc1	6	-2.6	-3.0	.	21	1	5	-4	-9
c1ccc(CSc2n[nH]c(-c3ccco3)n2)cc1	15	-1.7	-1.7	10	9	-1	8	19	-6
COc1ccc2nc(NC(=O)Cn3cnc4c(=O)n(C)c(=O)n(C)c43)sc2c1	8	0.3	-3.0	5	2	-6	4	-5	1
C[N+](C)(C)CCCCCCC(=O)/C=N/O	4	-1.8	-2.1	1	-4	4	1	0	2
COc1cccc(OCC(Cn2cnc3ccccc32)OC(C)=O)c1 (stereo unspecified)	2	-2.8	-1.1	6	3	-17	6	5	6
Cc1cccc(/C=C2\Sc3ccc(C(=O)N4CCOCC4)cc3N(C)C2=O)c1	6	-1.5	-2.3	-8	-5	-49	8	-5	-6
C=CCn1c(SCC(=O)N2CCc3ccccc3C2)nnc1-c1ccncc1	4	-0.7	0.7	1	-2	-15	0	-5	-7
Cc1ccc(-n2c(C)cc(/C=C3/C(=N)N4C(c5ccccc5)=CSC4=NC3=O)c2C)cc1	10	-3.8	-1.9	-2	4	-3	-7	-2	0
COC(=O)c1cccc(NC(=O)c2cccnc2C(=O)O)c1C	8	-1.7	-1.5	4	-3	4	4	-1	-11
O=C(NCc1ccccc1)C1=C[C@@H](c2coc3ccccc3c2=O)C[C@@H](OCCCCO)O1	34	-2.2	-2.0	0	5	-40	-1	5	-12
O=C(c1ccccc1)c1ccc(OC(=O)N2CCCC2)cc1	-4	-2.6	-0.5	0	0	-24	2	-2	12
CN1CCN(C(=O)c2ccccc2NC(=O)CCN2C(=O)c3ccccc3C2=O)CC1	5	-7.4	-2.2	4	-2	0	3	1	0
COc1cc(NC(=O)CCCc2c[nH]c3ccccc23)cc(OC)c1	-18	-1.1	0.8	1	-10	-11	5	0	5
CCOc1ccc(C(=O)NC(=S)Nc2ncccc2C)cc1[N+](=O)[O-]	-8	-3.3	-6.8	4	-2	-5	-2	3	-2
COc1ccc(OC)c(CNC(=O)CCN2C(=O)COc3ccccc32)c1	-6	0.6	0.5	4	-4	-11	3	7	1
N#CC(C#N)=CC1=C2OC(c3ccccc3)=CC(c3ccccc3)=C2CCC1	8	-0.5	-2.6	-2	6	-3	-14	-2	0
CC(=O)NNc1nc(-c2ccc(C)cc2)cs1	-12	-2.8	-1.9	-7	-4	-5	6	26	0
COc1ccc(S(=O)(=O)NNC(=O)c2cccs2)cc1	6	-0.1	-0.5	-5	-7	7	0	14	-10
Cc1cc(=O)oc2c(C)c(OC(C)C(=O)N3CC[C@@]4(O)CCCC[C@H]4C3)ccc12 (stereo partly specified)	16	-0.9	1.5	1	-8	-26	4	-6	4
COc1c(F)c(F)c(-c2csc(N)n2)c(F)c1F	.	0.0	-5.1	3	11	0	4	2	.
CC(O)CNCc1ccc(Cl)cc1Cl (stereo unspecified)	7	-3.4	-2.6	2	0	0	0	-1	-1
O=C(Cn1c2ccccc2c(=O)c2ccccc21)Nc1ccccc1F	-1	-2.6	-0.8	5	2	-3	-1	-3	15
C[C@H](NC(=O)C1CC(=O)N(c2ccc3c(c2)OCCO3)C1)C(=O)NCc1ccco1 (stereo partly specified)	10	-1.2	-1.6	3	-6	-2	-7	-1	-5
N#Cc1ccc(C(=O)NCC2CCCCC2)cc1	11	-3.6	-2.6	0	-3	-4	3	-2	-13
CCOC(=O)n1c(=O)n(Cc2ccccc2C)c2ccccc21	3	-1.9	-0.9	3	-1	-30	6	-2	-17
CCc1ccc(OCC(=O)N2CCN=C2c2ccccc2)cc1	16	-5.4	-3.5	-1	-2	-15	2	-3	-5
COC(=O)c1c(N)sc(C(=O)NCCc2ccccc2)c1C	-2	-2.2	-1.2	3	9	-18	.	40*	12
O=C1c2ccccc2NC2(CCCCC2)N1c1ccc(O)cc1	12	-3.2	-2.6	-2	14	-7	2	12	-6
O=c1cc(O)nc(-c2ccc(Cl)cc2)s1	0	0.9	1.3	-5	7	5	4	9	-10
COc1ccc(N2CC(C(=O)Nc3ccc(S(=O)(=O)Nc4nc(C)cc(C)n4)cc3)CC2=O)cc1 (stereo unspecified)	-12	0.7	-2.4	1	-7	-20	-1	-3	-13
Additional compounds follow:
SMILES	SUMO HTRF inh	IMP-1 inh	VIM-2 inh	IDE act	HCV NS3 hel inh	FID counter	IDE inh	M18AAP inhibitor	p-CIP stab down
COc1ccc(OCCSc2nnc(CCNC(=O)c3ccc(Cl)c(Cl)c3)n2C)cc1	-31	-3.2	-0.4	-7	-9	-15	2	2	2
Cc1nc(N2CCN(Cc3ccccc3)CC2)nc2c1C(=O)CC(c1ccco1)C2 (stereo unspecified)	6	-2.2	-3.6	4	7	-15	9	-2	1
CC(C)(C)NC(=O)C(c1ccc(O)cc1)N(Cc1ccco1)C(=O)CCC(=O)Nc1ccccn1 (stereo unspecified)	4	-1.1	-1.4	-2	-6	-29	-3	3	0
COc1cccc(CN(C)C(=O)c2cc(COc3ccc(-n4cncn4)cc3)on2)c1	-17	-0.5	1.4	4	-8	-50	3	4	-2
COCCNC(=O)c1cc2c(=O)n3cccc(C)c3nc2n1C	24	.	.	0	.	.	2	.	-1
COc1ccc(C(=O)NCC(=O)NCc2cc(=O)n(C)c(=O)n2C)cc1	-4	-1.4	-0.1	1	3	3	-3	2	6
COc1ccc(C(=O)N/C(=C/c2cccs2)c2nc3ccccc3[nH]2)cc1OC	-6	-1.9	-3.3	3	-2	1	-1	3	-8
O=C1CN(C(=O)c2cc3ccccc3oc2=O)C(c2ccccc2)c2cc(F)ccc2N1 (stereo unspecified)	12	-1.4	-1.0	3	-1	-28	-1	-1	-6
Cc1ccc(C)c(NC(=O)C(CC(=O)O)C2CCCO2)c1 (stereo unspecified)	-10	-3.0	-2.7	-2	3	-2	2	-1	-11
